High-throughput results (PubChem BioAssay)
ERp5 block = inhibitors of human ERp5; Q15084; hit rate 0.05% among 350,000; ERp5 insulin aggregation, absorbance 650 nm, 90 min; inhibition, % at 9.99 µM;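 active means mean replicate inhibition above about 25%, with every replicate also reaching it, limit read from the data, passing the limit was not always enough; inconclusive means only one of those two criteria met; inactive means neither criterion met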
Target sequence (Q15084 whole entry, looked up): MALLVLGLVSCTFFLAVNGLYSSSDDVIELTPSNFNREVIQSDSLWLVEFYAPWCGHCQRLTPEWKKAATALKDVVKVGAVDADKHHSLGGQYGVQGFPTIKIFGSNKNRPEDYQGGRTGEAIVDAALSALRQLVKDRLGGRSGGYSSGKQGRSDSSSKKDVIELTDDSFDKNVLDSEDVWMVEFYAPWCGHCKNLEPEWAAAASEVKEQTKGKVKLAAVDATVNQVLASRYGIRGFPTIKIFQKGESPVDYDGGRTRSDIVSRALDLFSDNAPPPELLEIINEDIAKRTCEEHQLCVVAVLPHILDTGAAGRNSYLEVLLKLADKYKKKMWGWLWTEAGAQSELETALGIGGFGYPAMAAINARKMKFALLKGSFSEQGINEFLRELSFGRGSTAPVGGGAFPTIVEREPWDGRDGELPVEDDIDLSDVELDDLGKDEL
SIRT5 block = blocks human SIRT5 desuccinylation of peptide. Q9NXA8. Purified SirT5, succinyl-peptide AMC, trypsin-coupled fluorescence. inhibition, % at 15 µM. hit rate 1.1% among 330,000. AID 652115; in the data active means inhibition above about 15%; inconclusive means no clear call, values can overlap the other calls
Target sequence (Q9NXA8 whole entry, looked up): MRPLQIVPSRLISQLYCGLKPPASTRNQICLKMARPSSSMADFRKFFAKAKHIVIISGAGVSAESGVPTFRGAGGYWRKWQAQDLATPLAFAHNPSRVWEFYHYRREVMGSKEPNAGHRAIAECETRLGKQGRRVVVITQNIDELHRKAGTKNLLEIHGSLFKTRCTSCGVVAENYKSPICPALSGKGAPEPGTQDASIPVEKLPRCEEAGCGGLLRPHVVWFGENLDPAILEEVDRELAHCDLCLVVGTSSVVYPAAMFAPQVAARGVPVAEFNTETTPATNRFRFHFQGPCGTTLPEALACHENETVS
miR-122 sensor = inhibitors of miR-122 in Huh7 cells; Huh7 miR-122 Renilla luciferase sensor, 48 h; neutral wells = 0, positive control = 100; activation (reporter increase), % at 12.5 µM; hit rate 0.3% among 340,000;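 active means mean replicate activation score at least 90 and every replicate individually at or above 90; inconclusive means only one of the two criteria met; inactive means neither criterion met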;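 further: higher luciferase means less miR-122 activity so hits act as miR-122 inhibitors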
DENV2 CPE rescue = protects cells from dengue virus 2 cytopathic effect; DENV2-infected cells, cytopathic effect rescue, plate reader; CPE inhibition, % at 9.99 µM; hit rate 1.7% among 350,000; AID 651640; in the data active means CPE inhibition above about 20%, passing the limit was not always enough; inconclusive means no clear call, values can overlap the other calls; tested in BHK-21 cells;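 further: 0% = median of neutral control wells and 100% = median of positive control wells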
ERAP1 inh = ERAP1 (human) enzyme inhibition | inhibition, % at 10.7 µM | recombinant ERAP1, Leu-AMC fluorescence, 60 min | AID 652197 | hit rate 0.15% among 340,000 | Q9NZ08;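 active means mean replicate inhibition of at least 30%, or all replicates individually reaching that 30% level; inactive means mean below 30% and not every replicate reaching it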;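 further: 0% = neutral control wells and 100% = L-leucinethiol positive control wells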
Casp6 inh = inhibitors of human caspase-6 | P55212 | purified caspase-6, Z-VEID-R110 cleavage fluorescence | inhibition, % at 12.5 µM | hit rate 0.53% among 350,000;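 active means mean inhibition across replicates at least about 35%, with every replicate also reaching that limit, limit read from the data; inconclusive means only one of the two criteria met; inactive means neither criterion met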;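 further: 0% = median of neutral control wells and 100% = no fluorescence left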
CFTR F508del cor = CFTR F508del correction in bronchial cells; CFBE cells, YFP halide quenching; stimulated with forskolin plus potentiator P3; % fluorescence drop versus neutral controls; activity (quench increase), % at 7.58 µM; hit rate 0.36% among 350,000;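 active means mean added fluorescence quench of at least 8% versus neutral control, with both replicates also reaching 8%; inconclusive means only one of the mean or replicate conditions met; inactive means mean below 8% and not both replicates reaching 8%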;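 further: cells transiently co-express mutant CFTR-F508del with the halide-sensitive YFP; corrector assay measuring rescue of mutant channel to the surface after 24 h compound exposure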
Active calls of the source: *; u = inconclusive; x = not tested or not shown; [ ] = another dose, or the depositor's remark.

SMILES	ERp5 block	SIRT5 block	miR-122 sensor	DENV2 CPE rescue	ERAP1 inh	Casp6 inh	CFTR F508del cor
Cc1ccc(C(=O)c2ccccc2C(=O)OCC(=O)Nc2ccc(SC(F)F)cc2)cc1	-3	0	1	-1	0	-2	1.1
O=[N+]([O-])c1ccc2nc(CCCO)[nH]c2c1	0	-2	-6	-3	-2	x	1.8
COC(=O)N/N=C(\C)c1ccc2ccccc2c1OC(F)F	-3	-1	x	x	1	2	2.7
O=[N+]([O-])c1cccc(COc2ccc(CN3CCCCC3)cc2)c1	10	x	-4	3	x	-1	1.3
COc1cc(C(=O)N/C(=C\c2cn(S(=O)(=O)N(C)C)c3ccccc23)C(=O)N2CCCC2)cc(OC)c1OC	3	2	5	-9	0	0	3.7
C[C@@H]1CN([C@@H](C)CO)C(=O)c2cc(NS(=O)(=O)c3ccccc3)ccc2O[C@@H]1CN(C)S(C)(=O)=O	2	3	0[16.7 µM]	-7	4	2	0.4
CS(=O)(=O)N1CCN=C1SCc1ccc([N+](=O)[O-])cc1	-4	-5	x	-8	-2	-5	1.0
O=C(O)c1ccc2c(=O)[nH]c(CCl)nc2c1	8	-3	-10	9	0	-2	3.9
COc1cccc(NC(=O)CSc2nnc(CNC(=O)c3ccco3)n2C)c1	0	-1	x	3	-2	3	-1.2
CC(C)NC(=O)Nc1ccc2c(c1)C(=O)N([C@H](C)CO)C[C@@H](C)[C@@H](CN(C)Cc1ccc3c(c1)OCO3)OCCCC[C@H](C)O2	x	x	-4[16.7 µM]	-10	x	x	2.3

2 neighbouring entries out of the list so far:
SMILES	ERp5 block	SIRT5 block	miR-122 sensor	DENV2 CPE rescue	ERAP1 inh	Casp6 inh	CFTR F508del cor
Cc1ccc(C(=O)c2ccccc2C(=O)OCC(=O)Nc2ccc(SC(F)F)cc2)cc1	-3	0	1	-1	0	-2	1.1
O=[N+]([O-])c1ccc2nc(CCCO)[nH]c2c1	0	-2	-6	-3	-2	x	1.8

(list continues)
SMILES	ERp5 block	SIRT5 block	miR-122 sensor	DENV2 CPE rescue	ERAP1 inh	Casp6 inh	CFTR F508del cor
COc1cc(OC)cc(-c2cc(NC(C)=O)n[nH]2)c1	1	-1	5	-10	1	0	2.5
Cc1cccc(NC(=O)c2ccccc2O)c1C	-31	0	x	0	1	1	-1.9
CO[C@H]1CN(C)C(=O)c2cc(NC(=O)Nc3cccc(F)c3)ccc2OC[C@H](C)N(C(C)=O)C[C@@H]1C	-17	2	7[16.7 µM]	3	-2	4	0.7
COc1cccc(NC(=O)Cn2nnc(C(=O)NCc3cccs3)c2N)c1	-3	0	1	-3	0	3	1.6
O=C(/C=C/C(Cl)(Cl)Cl)Nc1ccc(Cl)cc1	1	-1	-5	-8	0	0	-0.7
Cn1nnnc1SCC(=O)Nc1cccc(S(=O)(=O)N2CCCC2)c1	-5	x	-2	-2	-3	3	-3.5
COc1ccc(OC)c(C(=O)c2ccc(C(=O)Nc3cccc4ccccc34)cc2)c1	0	-2	x	2	-1	0	x
COc1ccc(NC(=O)CN(C)C(=O)c2cccc(S(=O)(=O)Nc3ccc(F)cc3)c2)cc1	3	-3	38	1	-3	5	-1.2
CCOc1ccc(N2C(=O)CC(N(CCc3ccccc3)C(=O)/C=C/C(=O)O)C2=O)cc1 (stereo not given)	6	-2	-7	x	-3	1	1.0
N#CCOC(=O)/C=C/c1ccc2c(c1)OCO2	6	2	x	-3	2	9	x
CC(=O)N(C)C[C@H]1Oc2cc(-c3ccccc3F)ccc2S(=O)(=O)N([C@@H](C)CO)C[C@@H]1C	0	-6	3[16.7 µM]	-5	2	-1	1.9
COc1ccccc1C(=O)Nc1ccc2c(c1)C(=O)N(C)[C@@H]1CC[C@H](CC(=O)NCCc3ccncc3)O[C@H]1CO2	0	-2	x	0	-4	-2	x
CCCCCCC1CC(CC(=O)Nc2ccc([N+](=O)[O-])cc2)C(=O)O1 (stereo not given)	-8	x	-1	-7	-4	1	2.3
c1ccc(Nc2ccc(-n3ccnc3)nn2)cc1	-7	-5	0	-4	1	-3	0.4
CC1CCCN(C(C(=O)Nc2ccc(C(C)C)cc2)c2ccc3c(c2)OCO3)C1 (stereo not given)	4	x	3	-6	0	-2	0.5
C[C@@H]1CN([C@H](C)CO)S(=O)(=O)c2ccc(C#Cc3cccnc3)cc2O[C@H]1CN(C)CC1CCOCC1	-6	12	7[16.7 µM]	24	0	0	-1.6
CO[C@@H](CN(C)Cc1ccc2c(c1)OCO2)[C@H](C)CN(C(=O)Nc1ccc(F)cc1)[C@@H](C)CO	2	x	x	-1	1	1	0.8
CCC(c1nc2ccccc2[nH]1)n1c(=O)c(-c2cccnc2)nc2ccccc21 (stereo not given)	4	x	x	-10	2	1	-2.0
CC(C)NC(=O)N(C)C[C@@H]1Oc2ccc(NC(=O)NC3CCCCC3)cc2CC(=O)N([C@H](C)CO)C[C@H]1C	-2	-2	-4[16.7 µM]	0	3	x	-2.2
Cc1cc(Nc2ccc3c(c2)OCCO3)c2ccccc2n1	2	8	x	17	-1	2	1.4
CCCC(=O)Nc1ccc2c(c1)C(=O)N(C)C[C@H](OC)[C@@H](C)CN(S(=O)(=O)c1cn(C)cn1)[C@H](C)CO2	2	-1	x	4	5	0	1.2
CCN(CC)C(=O)c1ccccc1NC(=O)c1cccc(S(=O)(=O)N(CC)CC)c1	3	-5	-4	-3	2	0	0.4
C[C@@H]1CN([C@H](C)CO)C(=O)Cc2cc(NS(C)(=O)=O)ccc2O[C@@H]1CN(C)Cc1ccc(Oc2ccccc2)cc1	5	5	-6[16.7 µM]	5	-1	-1	-0.6
O=C(C[C@@H]1C[C@H]2c3cc(NC(=O)C4CCC4)ccc3O[C@H]2[C@H](CO)O1)NCC(F)(F)F	9	1	-1[16.7 µM]	1	-3	-1	0.8
C[C@H]1CN([C@@H](C)CO)C(=O)c2cc(NC(=O)Nc3ccc(F)cc3)ccc2O[C@@H]1CN(C)Cc1ccc(C(=O)O)cc1	-5	2	1[16.7 µM]	15	-3	-3	-0.8
CC(C)(C)c1ccc(C(=O)NNC(=O)CNC(=O)c2cccs2)cc1	-4	1	-11	0	0	2	-6.0
c1cncc(-c2nc3cc4ccccc4cc3[nH]2)c1	-14	-3	-5	2	11	0	-1.2
COCCOC(=O)N1C(=O)[C@@]2(c3cc(C#CCC(C(=O)OC)C(=O)OC)ccc31)[C@H](C(=O)N1CCN(c3ncccn3)CC1)[C@H]1C(=O)O[C@H](c3ccccc3)[C@H](c3ccccc3)N1[C@@H]2c1ccc(O)cc1	0	-3	x	u	3	-3	-0.5
CN(C(=O)COC(=O)C1=COCCO1)C1(C#N)CCCCC1	3	-2	x	-5	-1	-3	-2.5
COc1ccc(CNC(=O)CN(c2ccc(OC)c(Cl)c2)S(=O)(=O)c2ccc(C)cc2)cc1	1	1	x	u	-3	-1	2.5

Part of the list above with just DENV2 CPE rescue.
smiles,DENV2 CPE rescue
O=C(C[C@@H]1C[C@H]2c3cc(NC(=O)C4CCC4)ccc3O[C@H]2[C@H](CO)O1)NCC(F)(F)F,1
COc1ccc(CNC(=O)CN(c2ccc(OC)c(Cl)c2)S(=O)(=O)c2ccc(C)cc2)cc1,u
C[C@@H]1CN([C@H](C)CO)C(=O)Cc2cc(NS(C)(=O)=O)ccc2O[C@@H]1CN(C)Cc1ccc(Oc2ccccc2)cc1,5

3 entries out of the list above, sorted by their value in Casp6 inh, lowest first:
smiles	Casp6 inh
COc1ccc(CNC(=O)CN(c2ccc(OC)c(Cl)c2)S(=O)(=O)c2ccc(C)cc2)cc1	-1
CCCC(=O)Nc1ccc2c(c1)C(=O)N(C)C[C@H](OC)[C@@H](C)CN(S(=O)(=O)c1cn(C)cn1)[C@H](C)CO2	0
CC(C)(C)c1ccc(C(=O)NNC(=O)CNC(=O)c2cccs2)cc1	2

Remaining list, next part.
SMILES	ERp5 block	SIRT5 block	miR-122 sensor	DENV2 CPE rescue	ERAP1 inh	Casp6 inh	CFTR F508del cor
Cn1c(SCC(=O)N2CCCC2)nnc1-c1ccc2c(c1)OCO2	7	-2	3	8	4	x	-0.9
COc1ccc(/C=N/NC(=O)c2cccc(C(=O)N/N=C/c3ccc(OC)cc3)n2)cc1	1	-3	x	3	-13	-1	1.6
COC(=O)C(C)Sc1nc2ccsc2c(=O)n1Cc1ccccc1 (stereo not given)	-2	0	x	6	-2	5	-2.5
CC(C)CCNC(=O)C1CCN(S(=O)(=O)c2ccc3c(c2)CCC(=O)N3)CC1	0	x	1	8	x	-1	-0.3
Cc1nc2nc(SCC(=O)NCCCN3CCOCC3)nn2c(C)c1Cc1ccccc1	4	-3	2	4	-2	0	0.9
C=CCCC(=O)N1CCC(n2nccc2NC(=O)c2ccc(OC)cc2)CC1	3	0	-8	-2	-1	2	-3.3
Cc1cc(Cl)ccc1NC(=O)CN1C(=O)NC2(CCCC2)C1=O	1	-2	x	-3	-5	-1	2.1
O=C(c1ccc2c3n(nc2c1)-c1ccc(Cl)cc1CO3)N1CCCCC1	-1	0	0	-5	1	0	3.3
OC(COc1ccccc1)CN1CCN(CC(O)COc2ccccc2)CC1 (stereo not given)	-1	0	x	x	1	-2	-2.3
CCOC(=O)C1=C[C@@H](C(C)C)N(S(=O)(=O)c2ccc([N+](=O)[O-])cc2)[C@H]1c1ccccc1	-7	0	10	u	-3	0	0.4
Cc1cc(C)cc(NC(=O)CS(=O)(=O)c2cccc3nsnc23)c1	-1	-11	1	18	-2	4	1.3
COc1ccc(CNC(=O)CN(c2cccc([N+](=O)[O-])c2)S(C)(=O)=O)cc1	-9	-4	3	1	2	1	0.2
COCC(=O)Nc1ccc2c(c1)[C@H]1C[C@@H](CC(=O)NCc3ccccc3F)O[C@H](CO)[C@H]1O2	1	1	2[16.7 µM]	-1	-5	4	2.3
CN(CC(=O)Nc1c(Cl)cccc1Cl)C(=O)Cc1cccs1	-3	5	x	-1	2	6	2.6
Cc1ccc(N2C(=O)CC(C)CC2=O)cc1	8	-1	-4	1	1	x	-5.4
CC1CCCC(C)N1c1nnc(NC(=O)Cn2c(=O)oc3ccccc32)s1 (stereo not given)	7	0	6	-5	1	2	-2.0
COCC(=O)N(C)C[C@@H]1Oc2ncc(-c3ccccc3F)cc2C(=O)N([C@@H](C)CO)C[C@H]1C	-2	0	x	1	0	-3	-0.1
C[C@H]1CCCCO[C@H](CN(C)C(=O)C2CCCCC2)[C@@H](C)CN([C@@H](C)CO)C(=O)c2cc(NC(=O)Nc3ccc4c(c3)OCO4)ccc2O1	10	10	-8[16.7 µM]	-3	-1	1	1.9
Cc1occc1C(=O)NNC(=O)COc1ccc(Br)cc1Br	5	-2	5	6	0	1	x
COc1ccc(C(C)(C)C)cc1NC(=O)c1cc(S(=O)(=O)N(C)C)ccc1N1CCCC1	2	-2	45	12	2	-2	x
